C2C12 statin – suppression of simvastatin myotoxicity; C2C12 myotubes + simvastatin, ATP luminescence, 48 h; scaled: DMSO 0, geranylgeraniol control 100; rescue of ATP level, % at 7.49 µM; actives 0.78% (n = 330,000); AID 602340;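 active = mean ATP rescue above about 67%, or every replicate alone reaching that limit, limit read from the data, passing the limit was not always enough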;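 note: myotubes were challenged with 10 µM simvastatin during compound exposure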
GSIS activator – GLuc luminescence reporter in INS-1E cells, primary screen for activators of glucose-dependent secretion of insulin; INS-1E GLuc reporter insulin secretion, 2-3 h; activation, % at 16.6 µM; actives 0.61% (n = 370,000); AID 743287;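 active = lowest replicate activation of at least 40%, so every replicate reaches that level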;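 note: 0% = median of neutral control wells and 100% = median of IBMX positive control wells; some compounds called inactive have numbers as strong as hits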
LGR2 inh – Drosophila LGR2 receptor signaling inhibition. HEK293 LGR2, CRE-luciferase, bursicon-stimulated, 4 h. inhibition, % at 9.99 µM. actives 0.35% (n = 380,000). AID 720647;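 active = drop in luminescence signal, shown as inhibition above about 50% in the replicate tests, limit read from the data, passing the limit was not always enough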;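 note: agonist challenge used bursicon conditioned medium at about half maximal strength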
ARNT-TACC3 inh – disruptors of human ARNT/TACC3 interaction. Q9Y6A5. AlphaScreen His-ARNT PAS-B/GST-TACC3 binding, luminescence; TACC3 fragment carries E629A point mutation. inhibition, % at 9.99 µM. actives 0.66% (n = 390,000). AID 623870;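 active = mean inhibition of replicates at least 50% and at least half of replicates each reaching 50%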;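 note: 0% = complete ARNT plus TACC3 wells and 100% = ARNT alone without TACC3; many hits fall short of the cut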
PAX8 inh HTS – PAX8 transcriptional activity inhibition | RMG-I TPO-luciferase reporter, SteadyGlo, 24 h | inhibition, % at 12.6 µM | actives 1.2% (n = 360,000) | AID 652154;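 active = mean replicate inhibition at least 60% with every replicate also reaching 60%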;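 note: luciferase light reporting Pax8 driven TPO promoter activity; plate controls were median of neutral control wells for no effect and mitoxantrone controls for full effect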
Cneo AK release – Cryptococcus neoformans lysis via adenylate kinase release | lysis activity, % at 15 µM | C. neoformans lysis, adenylate kinase release luminescence, 4 h; normalised: neutral wells 0, clomiphene wells 100 | actives 0.2% (n = 360,000);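 active = mean lysis activity across replicates of at least 80%, whatever share of replicates individually reach that level; inactive = mean lysis activity below 80%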
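Material – log-phase Cryptococcus neoformans yeast cells · Input – 5 × 10^6 yeast cells/mL · Medium – fresh YPD growth medium · Doses – single compound concentration per well · Timing – static 4 h at 37 °C with compound, 1 h detection · Detection – adenylate kinase release luminescence · Read-out – signal increase indicating cell lysis · Control set – Clomiphene as positive lysis control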
PglD DTNB – PglD (C. jejuni) enzyme inhibition. purified PglD enzyme, DTNB colorimetric CoA detection. inhibition, % at 12.5 µM. actives 0.098% (n = 360,000); in the data active = inhibition above about 16%, passing the limit was not always enough; note: strong numbers were not always called active
PGC1a acetyl inh – PGC1a acetylation modulation, inhibitor mode; U2OS PGC1a acetylation, AlphaScreen anti-acetyl-lysine; with virally co-expressed GCN5 acetyltransferase; inhibition, % at 15.6 µM; actives 0.17% (n = 350,000); AID 651687;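 active = every replicate shows inhibition of at least 40%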;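 note: 0% = neutral control wells and 100% = positive control wells; some results beyond the cut were filed as inactive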
Starred values were filed as active, the others as inactive; x = not tested or not shown.

canonical_smiles	ARNT-TACC3 inh	C2C12 statin	PglD DTNB	LGR2 inh	GSIS activator	Cneo AK release	PGC1a acetyl inh	PAX8 inh HTS
CC1(C(=O)NS(=O)(=O)c2ccc(F)cc2F)CCN1C(=O)Cc1cccc2ccccc12 (stereo unspecified)	x	16	-2	9	-1	0	x	6
CCCCN(C)CCNC(=O)c1cc2c(-c3ccccc3F)nn(C)c2s1	-2	10	4	-5	-2	2	-3	10
COc1ccc(NC(=O)C2CCCN(S(=O)(=O)c3cccc4cccnc34)C2)cc1OC (stereo unspecified)	x	7	4	-26	16	-2	8	19
CCOc1ccccc1N(C)C(=O)c1cc2c(=O)n(CC)c3ccccc3c2s1	3	6	5	-8	-26	-2	-15	20
CC(NC(=O)c1cc2ccccc2o1)c1ccccc1 (stereo unspecified)	-2	x	x	12	-9	x	x	4
COc1ccc(C(=O)Nc2ccccc2C(=O)NC(C)C)cc1OC	-3	-8	5	x	x	2	-6	11
O=C(/C=C/c1ccc(Cl)c([N+](=O)[O-])c1)Nc1ccc(N2CCCC2)cc1	-1	x	x	43	3	x	x	27
COc1ccc(CNC(=O)c2ccccc2[N+](=O)[O-])cc1	-25	x	x	-9	0	x	2	x
CCOC(=O)c1c(C)n(C)c2ccc(OC)c(NC(=O)CCN3CCSCC3)c12	-6	5	-2	x	x	28	-6	10
O=C(Nc1ccn(Cc2c(F)c(F)cc(F)c2F)n1)c1ccc(COc2ccccc2Cl)cc1	17	x	x	15	-4	x	-1	x
CC(C)c1cc(C(=O)NC2CCCc3c2cnn3-c2ccccc2F)no1 (stereo unspecified)	-1	9	-9	2	-42	-1	-7	44
C[C@H](CO)N1C[C@H](C)[C@@H](CN(C)C(=O)Nc2cccc3ccccc23)Oc2c(NC(=O)c3ccc(-c4nccs4)cc3)cccc2C1=O	x	40	4	4	-12	-7	x	13
CCC(C)Sc1ccc([C@@H]2[C@H]3C(=O)N(CC)C(=O)[C@H]3[C@]3(C(=O)OC)CCCCN23)cc1 (stereo partly specified)	-4	26	-5	6	-39	0	-10	3
Cn1cc(S(=O)(=O)NCCc2ccccc2)c(=O)n(C)c1=O	-2	14	7	-15	-3	0	5	3
COc1ccc(OC)c(S(=O)(=O)NCC(c2cccs2)N2CCc3ccccc3C2)c1 (stereo unspecified)	3	8	-1	2	15	-2	x	6
CO[C@H]1CN(C)C(=O)c2ccc(NS(=O)(=O)c3ccc(Cl)cc3)cc2OC[C@H](C)N(C)C[C@H]1C	-8	5	2	-3	11	0	8	1
Cc1ccc(C(=O)N2CCN(Cc3ccc4c(c3)OCO4)CC2)c(Cl)c1	-1	3	-8	45	-17	3	3	37
CCCC/C(O)=C/c1nc2ccccc2[nH]c1=O	-1	x	-5	x	x	2	5	x
O=C(Cc1ccccc1)N[C@@H]1C=C[C@H](CC(=O)N2CCOCC2)O[C@H]1CO	17	-2	3	10	6	2	11	-26
C=CCOC(=O)C1=C(C)OC(N)=C(C#N)C1c1c(C)nn(-c2ccccc2)c1Cl (stereo unspecified)	8	-9	-5	x	x	13	-4	x
CN1CCc2nc(NC(=O)c3cccc(S(=O)(=O)N4CCc5ccccc54)c3)sc2C1	-1	-2	-2	14	x	1	-12	x
O=C1/C(=C\c2ccc(O)cc2)SC(=S)N1Cc1ccccc1	7	9	-6	-26	-60	0	x	-15
CC(=O)OC[C@@H]1CN(Cc2ccccc2)C[C@H](n2cnc3c(NC4CCC4)ncnc32)O1	x	19	8	-34	8	-1	x	-14
COc1ccc(CC(=O)N(C)CC(=O)Nc2cccc(F)c2)cc1S(=O)(=O)N1CCOCC1	x	10	-4	9	-10	0	x	12
COC(=O)NNC(=O)/C=C/c1ccccc1	1	x	x	14	3	x	x	5
Cc1cccc(C(=O)Nc2ccc3c(c2)C(=O)N(CC(C)C)C3=O)c1	-3	-25	3	x	-2	3	x	-112
Cc1ccccc1N(CC(=O)NCCSC1CCCCC1)S(=O)(=O)c1ccccc1	-16	9	2	x	x	x	-8	19
CCCCN1C(=O)C(CC(=O)NCCN2CCOCC2)CC(C(=O)N2CCOCC2)=C1C (stereo unspecified)	x	7	x	9	34	x	-2	-3
C[C@@H]1CN([C@H](C)CO)S(=O)(=O)c2ccc(C3=CCCCC3)cc2O[C@H]1CN(C)S(=O)(=O)c1ccc(F)cc1	-3	-37	0	12	-2	-4	-18	x
CC(=O)NN1C(=O)/C(=C\c2ccc(O)cc2)SC1=S	-7	-2	12	-23	-30	0	-3	8
C[C@H]1CN([C@@H](C)CO)S(=O)(=O)c2ccc(-c3ccc(C(=O)N(C)C)cc3)cc2O[C@@H]1CN(C)C(=O)C1CCOCC1	-16	-10	3	4	-3	1	12	-23
Cc1ccc(-n2nnnc2SCc2nc3sc(C)c(C)c3c(=O)[nH]2)cc1	-5	x	-1	-15	-1	-2	2	-5
Cc1cc(C)c(NC(=O)CSc2nc3ccc(NC(=O)CSc4nnnn4Cc4ccccc4)cc3s2)c(C)c1	0	-5	x	x	x	-6	7	-11
CCOC(=O)COc1c(Cl)cc(C2NC(=S)NC(c3ccccc3)=C2C(C)=O)cc1OCC (stereo unspecified)	8	3	0	10	-27	0	-4	1
O=C(NCc1cccs1)C1CCCN(S(=O)(=O)c2ccc(Br)s2)C1 (stereo unspecified)	3	x	6	x	x	2	-14	x
Cc1ccc(S(=O)(=O)NC(=NCC(=O)O)c2ccccc2)cc1	-7	3	-2	x	x	2	-7	x
C[C@H]1CN([C@@H](C)CO)S(=O)(=O)c2ccc(C#Cc3ccccc3)cc2O[C@H]1CN(C)C(=O)CN(C)C	8	0	-3	16	37	1	-20	x
O=C(NCc1ccncc1)C1CCN(S(=O)(=O)Cc2ccccc2)CC1	-5	0	-1	x	x	7	x	x
CCCc1nn(C)c2c(=O)[nH]c(-c3cc(S(=O)(=O)N(CCO)CCO)ccc3OCC)nc12	-14	-8	x	1	28	x	-2	29
O=C(CC1CC1)Nc1ccc2c(c1)[C@H]1C[C@H](CC(=O)NC3CCCCC3)O[C@H](CO)[C@H]1O2	-1	6	0	17	1	-2	-4	8
O=C(CSc1ncc(-c2ccccc2)[nH]1)Nc1cccc(O)c1	9	9	5	-12	-13	-2	-8	x
O=c1ccc(-c2ccc(S(=O)(=O)Nc3ccccc3Cl)o2)n[nH]1	2	4	-1	10	-8	1	5	-2
Cc1cc(NC(=O)C(C)Sc2nc(-c3cccs3)nc3ccccc23)no1 (stereo unspecified)	0	-2	-2	-7	24	-1	1	-3
O=C(CN1CCOCC1)N[C@@H]1CC[C@@H](CCNC(=O)C2CCCCC2)O[C@@H]1CO	-3	-1	3	1	6	58	9	2
Cc1ccc2ncnc(NCCCN3CCOCC3)c2c1	0	11	6	0	9	-1	10	x
COc1ccc(-c2cn[nH]c2C)cc1OC	2	x	x	-36	24	x	-6	9
Cn1c(CC(=O)Nc2ccccc2F)nnc1SCC(=O)Nc1nncs1	x	-2	-5	2	1	1	-3	3
CC(C)COc1ccc(Cc2cnc(N)nc2N)cc1	8	-37	0	x	x	0	-1	x
CSc1nc(C)cc(SCC(=O)Nc2ccc(Cl)cc2Cl)n1	2	-12	1	x	x	0	-6	4
O=C(NCC1CCCO1)c1[nH]c(C(F)(F)F)nc1-c1ccccc1 (stereo unspecified)	x	6	3	-2	x	-1	5	5

2 of these compounds in a different format:
Results follow in this order: ARNT-TACC3 inh, C2C12 statin, PglD DTNB, LGR2 inh, GSIS activator, Cneo AK release, PGC1a acetyl inh, PAX8 inh HTS
C[C@@H]1CN([C@H](C)CO)S(=O)(=O)c2ccc(C3=CCCCC3)cc2O[C@H]1CN(C)S(=O)(=O)c1ccc(F)cc1
  -3, -37, 0, 12, -2, -4, -18, x
Cn1c(CC(=O)Nc2ccccc2F)nnc1SCC(=O)Nc1nncs1
  x, -2, -5, 2, 1, 1, -3, 3

The list goes on.
canonical_smiles	ARNT-TACC3 inh	C2C12 statin	PglD DTNB	LGR2 inh	GSIS activator	Cneo AK release	PGC1a acetyl inh	PAX8 inh HTS
C[C@@H]1CN([C@@H](C)CO)C(=O)Cc2cc(NC(=O)Nc3ccc(F)cc3)ccc2O[C@@H]1CN(C)C(=O)Nc1ccc(F)cc1	4	-11	-1	-17	-7	-1	6	x
CCn1ncc(/C=N\NC(=O)Cc2ccc([N+](=O)[O-])cc2)c1C	-1	x	-3	0	4	1	1	x
CCn1c(=N)n(CC(O)c2ccco2)c2ccccc21 (stereo unspecified)	10	-4	7	x	x	-1	1	x
Cc1c(C)c2c(OCC(=O)N3CCC[C@H]3C(=O)O)cc3c(c2oc1=O)CCC(C)(C)O3	128*	0	6	-18	-4	0	7	x
COc1cc(C2NC(=O)NC(c3ccccc3)=C2C(C)=O)cc(Cl)c1OCC(=O)O (stereo unspecified)	1	x	x	29	-16	x	11	2
CC(=O)N1CCC(N(CCN2CCOCC2)C(=S)Nc2cc(C)ccc2C)CC1	-1	x	x	4	6	x	x	-12
C[C@H](CO)N1C[C@H](C)[C@H](CN(C)Cc2ccccc2)Oc2ccc(NC(=O)CCCCCC(=O)Nc3ccccc3N)cc2CC1=O	6	80*	0	14	9	-3	0	11
CCOC(=O)c1c(CN2CCN(C)CC2)oc2ccc(O)cc12	-8	-13	-2	x	x	-1	1	x
COc1ccc(/C(N)=N/OC(=O)c2c(-c3ccccc3Cl)noc2C)cc1OC	-6	2	7	4	6	-4	-7	28
C[C@@H]1CN([C@H](C)CO)S(=O)(=O)c2ccc(C#CC3CC3)cc2O[C@H]1CN(C)Cc1cccc(F)c1	-4	-38	-1	-3	0	6	-13	x
CCc1cccc(NC(=O)Cn2cc(C=O)c3ccccc32)c1	-2	-1	-5	5	-7	-2	8	10
COc1ccc2c(c1)-c1nc(/N=C/c3c(O)ccc4ccccc34)sc1CC2	4	x	x	9	13	x	x	-5
CCOC(=O)c1sc2nc(COC(=O)c3c(F)cccc3F)[nH]c(=O)c2c1C	-2	12	-2	-35	10	0	-9	-22
O=C(C[C@H]1C[C@H]2c3cc(NS(=O)(=O)c4ccc(F)cc4)ccc3O[C@H]2[C@H](CO)O1)NCCN1CCCCC1	1	0	-1	-7	6	-2	0	-10
C[C@@H]1CN([C@@H](C)CO)C(=O)c2cc(NC(=O)Cc3ccccc3)ccc2O[C@@H]1CN(C)Cc1ccc2c(c1)OCO2	-1	41	-2	4	-9	1	-1	24
O=C(NCCNS(=O)(=O)c1ccc(C(F)(F)F)cc1)N1CCOCC1	4	x	x	-7	2	x	x	-2
O=c1c(O)c(-c2cccs2)oc2ccccc12	-11	-3	-6	x	x	2	3	x
CCCCCCOC(=O)C1=C(C)NC(=O)NC1c1ccc2c(c1)OCO2 (stereo unspecified)	-17	1	-1	-14	4	-2	-13	20
COc1ccc(/C=C/C(=O)O)cc1S(=O)(=O)N1CCCCC1	-6	4	4	x	-2	1	x	-9
CC1=NC(C#N)=C(C#N)NC(C)(C)C1	-2	-1	5	-2	-4	0	0	-8
CC(C)N1C(=O)CCC1C(=O)NCCc1ccc(Cl)cc1 (stereo unspecified)	-17	14	1	8	2	0	-9	2
CC(C)CN1C(=O)c2ccc(C(=O)Nc3ccccc3C(=O)O)cc2C1=O	0	-5	-9	-22	-7	-4	-1	-90
CCOC(=O)c1oc2ccccc2c1NC(=O)COc1cccc(OC)c1	-3	-22	1	x	x	-2	-1	x
C[C@H](CO)N1C[C@H](C)[C@H](CN(C)Cc2ccc(-c3ccccc3)cc2)Oc2ccc(NS(=O)(=O)c3ccccc3)cc2C1=O	3	-8	-1	15	-16	3	10	-18
COc1cccc(NC(=O)c2ccc3c(c2)CCCC3)c1	-6	-70	4	-69	5	-6	-4	-195

Assay outcomes as filed in PubChem BioAssay.
